Screening data as filed in PubChem.
GALK inhibitor: inhibitors of human galactokinase; Purified GALK, Kinase-Glo residual ATP luminescence; P51570; Potency, µM (doses to about 57.5 µM), for inactives: at the highest dose activity change, negative = inhibition, usual class: inhibitors; actives 0.007% (n = 270,000); also: potency is read from the fitted curve at half-maximal effect; % is scaled to controls: 0 for no effect and ±100 for the full control effect
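Compounds were pin-transferred into ATP buffer (35 uM final), then GALK plus galactose (5 nM, 100 uM final) was added. After 1 h at room temperature, Kinase-Glo Plus was added and luminescence read after 10 min.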
MLL CXXC-DNA inh: MLL CXXC-DNA interaction inhibition; Q03164; MLL-CXXC / FITC-HOXA9 DNA fluorescence polarization; Potency, µM (highest dose often 115 µM), for the others: at the highest dose activity change, negative = inhibition, usual class: inhibitors; actives 0.037% (n = 290,000); AID 2662; active = well fitted inhibition curve with a large enough effect in the polarisation, with a control signal flat, not every such curve was filed as active; inconclusive = small, poorly fitted or top-dose-only effect, or effect the other way, or a change in a side signal; inactive = no such curve, though single readings can be large or run the other way; the % refers to the polarisation; also: potency is read from the fitted curve at half-maximal effect
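Purified MLL-CXXC (added from a 7 uM solution) was preincubated 5 min at ambient with pinned compounds in 50 mM Tris-HCl pH 7.5, 50 mM NaCl, 1 mM DTT, 0.05% BSA. Fluorescein-labeled HOX-A9 DNA (50 nM solution) followed, 30 min, then polarization read.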
FBPA coupling cs: counter-screen for Giardia aldolase inhibitors: coupling enzyme system; coupling enzyme system counterscreen, AmpLite Red fluorescence; activity change, negative = inhibition, % at 58.2 µM, hits read low; actives 0.67% (n = 290,000); AID 2472; in the data active = activity change below about -30%; also: % is scaled to controls: 0 for no effect and ±100 for the full control effect
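Fluorescence at 525 nm excitation and 598 nm emission measured inhibition of the coupled detection system without aldolase. Compounds (at 57.5 uM final) were preincubated 10 min at room temperature with coupling enzyme reagent before a 20 min substrate/AmpLite Red step.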
A-T KAP1 phos: candidate therapy for ataxia-telangiectasia | […] A-T fibroblasts, KAP-1 phosphorylation AlphaLISA; neocarzinostatin DNA damage 30 min before lysis | Potency, µM (highest dose often 57.5 µM), inactives show at the top dose activation, hits mostly activators | actives 0.19% (n = 320,000); also: potency is read from the fitted curve at half-maximal effect; % of control where 0% means no effect; nearly all actives have a fitted effect of over 45% in size
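hTERT-immortalized A-T patient fibroblasts ([…]), 500 cells/well in OPTI-MEM, 1% FBS, got compounds for 60 min, then NCS for 30 min at 37C. Lysates were then assayed for phospho-KAP-1 by AlphaLISA (anti-pKAP1 donor, anti-KAP1 acceptor beads), 6 hr at 25C.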
KCNH2 WT inh: blocks the wildtype human KCNH2 potassium channel. Q12809. U2OS, BacMam KCNH2, thallium flux FluxOr; stronger effect = lower value. activity change, % at 1.84 µM. actives 0.37% (n = 340,000). AID 720551;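 active = maximum activity change below -70%; inconclusive = maximum activity change between -70% and -50%; inactive = maximum activity change above -50%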; also: % is scaled to controls: 0 for no effect and ±100 for the full control effect
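U2OS cells were transduced with wild-type KCNH2 virus (2.03 x 10^8 / mL) for 4 h at room temperature, then cultured overnight at 37 C. Thallium flux was read with FluxOr dye. Rate constants were normalized to DMSO controls.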
MBNL1 CUG block: blocks human MBNL1 binding to CUG repeat RNA. TR-FRET MBNL1-His/biotin-(CUG)12 binding, 665/545 ratio. actives 0.036% (n = 280,000). Q9NR56. Potency, µM (series often up to 57.5 µM), without a hit: at the highest dose activity change, negative = inhibition, hits mostly inhibitors; active = well fitted inhibition curve with a large enough effect in the signal ratio, with a control signal flat, not every such curve was filed as active; inconclusive = small, poorly fitted or top-dose-only effect, or effect the other way, or a change in a side signal; inactive = no such curve, though single readings can be large or run the other way; the % refers to the signal ratio; also: potency is read from the fitted curve at half-maximal effect; % is scaled to controls: 0 for no effect and ±100 for the full control effect
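His-tagged MBNL1 binding to biotinylated (CUG)12 RNA was measured by TR-FRET using terbium anti-His antibody (0.055 ng/ul final) and streptavidin-XL665 (5 nM final). Compounds were titrated 92 nM to 58 uM; 60 min at room temperature.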
KCNH2 3.1 block: inhibitors of human KCNH2 3.1 potassium channel isoform. U2OS KCNH2 3.1, thallium flux FluxOr; stronger effect = lower value. activity change, % (tested at about 1.8 µM). actives 0.95% (n = 340,000). AID 720553;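 active = maximum activity change below -70%; inconclusive = maximum activity change from -70% to -50%; inactive = maximum activity change above -50%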;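 also: thallium influx rate constant from kinetic fluorescence after stimulation buffer; % is scaled to controls: 0 for no effect and ±100 for the full control effect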
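We transduce U2OS cells with the mutant 3.1 virus, culture them overnight, load FluxOr with Red40 quencher for 45 min, then add stimulation buffer and read kinetically for 2 min to derive a normalized rate constant.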
a7 integrin act: activators of alpha7 integrin expression for muscular dystrophy. alpha7betagal myoblasts, beta-gal FDG fluorescence, 48 h. Potency, µM (series often up to 38.3 µM), for inactives: at the top dose activation, most hits filed as activators. actives 0.064% (n = 350,000). AID 624291;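 also: potency is read from the fitted curve at half-maximal effect; 100% = response of the positive control SU9516; nearly all actives have a fitted effect of over 60% in size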
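Alpha7betagal+/- myoblasts (passage 13) were plated 16-24 hr, then exposed to compounds (1:260 dilution of DMSO stock) for 48 hours at 37C. After MPER lysis, β-galactosidase reporter activity was read as FDG fluorescence (ex 480/em 540) after 30 minutes.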
S-ASM inh: inhibitors of human secretory acid sphingomyelinase; P17405; placental ASM, HMU-PC fluorogenic substrate, 60 min; Potency, µM (highest dose often 57.5 µM), for the others: top-dose activity change, negative = inhibition, most hits filed as inhibitors; actives 0.006% (n = 340,000); AID 504937; also: potency is read from the fitted curve at half-maximal effect
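Fluorescence read-out (Ex 386 nm, Em 447 nm) after stopping the reaction at pH 10. Enzyme: ASM from human placenta; substrate HMU-PC0, 9 uM final; 60 min, 37 °C. Compound preincubation 10 min, ambient temperature.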
TRPV1 ag: human TRPV1 agonism; activation, % at 8.33 µM; Q8NER1; TRPV1-expressing cells, Fluo-8 calcium influx, agonist mode; AID 540275; actives 0.19% (n = 320,000); in the data active = activation above about 80%; inconclusive = between about 30% and that limit; also: 0% is about no effect
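TRPV1-expressing cells were cultured overnight at 35.5C and loaded with Fluo-8 calcium dye for 40 to 90 min at room temperature. After a 10 s baseline, compound was added and calcium influx was read kinetically for 3 min (ex 480/em 520 nm).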
* marks the source's active call; other numbers are inactive results; [ ] = another dose, or the depositor's remark. Unless noted, calls follow the shape of the dose curve; as a rule, active = well fitted curve in the direction sought with a large enough effect; inconclusive = small, poorly fitted or top-dose-only effect, or another doubt; inactive = no such curve, though single readings can be large; an effect the other way counts as inactive or inconclusive.

For c1ccc(-n2nnnc2SCc2cn3cccnc3n2)cc1 the results were GALK inhibitor 3%, MLL CXXC-DNA inh 4%, FBPA coupling cs 0, A-T KAP1 phos -7%, KCNH2 WT inh 5, MBNL1 CUG block 2%, KCNH2 3.1 block 13, a7 integrin act -8%, S-ASM inh 7% and TRPV1 ag -1.
COc1ccc(CCNC(=O)CSc2nc3[nH]ncc3c(=O)n2-c2ccc(C)c(Cl)c2)cc1OC was read as GALK inhibitor -1%, MLL CXXC-DNA inh -11%, FBPA coupling cs -2, A-T KAP1 phos -8%, KCNH2 WT inh 4, MBNL1 CUG block -8%, KCNH2 3.1 block 1, a7 integrin act -10%, S-ASM inh 0% and TRPV1 ag 1.
`CCOc1ccc(CNC(=O)C2CCCN(S(=O)(=O)N3CC(C)CC(C)C3)C2)cc1OC` (configuration not stated) gave GALK inhibitor 1%, MLL CXXC-DNA inh 9%, FBPA coupling cs 2, A-T KAP1 phos 2%, KCNH2 WT inh -5, MBNL1 CUG block -1%, KCNH2 3.1 block 15, a7 integrin act -1%, S-ASM inh 2% and TRPV1 ag inconclusive.
Screening CCc1nnc(NS(=O)(=O)c2ccc(NC(=S)NC(=O)/C=C/c3ccc(OC)cc3)cc2)s1 returned GALK inhibitor -3%, MLL CXXC-DNA inh 11%, FBPA coupling cs 5, A-T KAP1 phos -19%, KCNH2 WT inh -32, MBNL1 CUG block -2%, KCNH2 3.1 block -5, a7 integrin act 9%, S-ASM inh -1% and TRPV1 ag 3.
For O=S(OCCN1CCOCC1)C(c1ccccc1)c1ccccc1 (configuration not stated) the results were KCNH2 WT inh 4, KCNH2 3.1 block 7, a7 integrin act -25% and S-ASM inh 0%.
COc1ccc(C(=O)CCN2CCCCCC2)cc1 was read as GALK inhibitor 2%, MLL CXXC-DNA inh 78%[activator], FBPA coupling cs 1, A-T KAP1 phos -1%, KCNH2 WT inh 7, MBNL1 CUG block -10%, KCNH2 3.1 block 4, a7 integrin act -63%[inhibitor], S-ASM inh 4% and TRPV1 ag 2.
Screening CC(C)(C)c1ccc(OCCCN2CCCC2)cc1 returned GALK inhibitor -3%, MLL CXXC-DNA inh 2%, FBPA coupling cs 1, A-T KAP1 phos 2%, KCNH2 WT inh 40, MBNL1 CUG block -2%, KCNH2 3.1 block -86*, a7 integrin act -29%, S-ASM inh -3% and TRPV1 ag -4.
Screening CS(=O)(=O)c1cnc(-c2ccccc2)nc1Oc1ccc(Cl)cc1 returned GALK inhibitor -1%, MLL CXXC-DNA inh 10%, FBPA coupling cs 0, A-T KAP1 phos -4%, KCNH2 WT inh -3, MBNL1 CUG block -7%, KCNH2 3.1 block -1, a7 integrin act -15%, S-ASM inh -1% and TRPV1 ag -7.
C=CCNC(=O)N1CCC(n2nccc2NC(=O)CCCc2ccccc2)CC1 was read as GALK inhibitor 3%, MLL CXXC-DNA inh 0%, A-T KAP1 phos 7%, KCNH2 WT inh 3, MBNL1 CUG block -11%, KCNH2 3.1 block 14, a7 integrin act 23%, S-ASM inh 2% and TRPV1 ag -4.
`O=C(CCCCn1c(=O)[nH]c2ccccc2c1=O)N1CCN(c2ncccn2)CC1` gave MLL CXXC-DNA inh 2%, FBPA coupling cs 0, A-T KAP1 phos 17%, KCNH2 WT inh 15, MBNL1 CUG block -1%, KCNH2 3.1 block 10, a7 integrin act 9%, S-ASM inh -1% and TRPV1 ag -3.
For CCOCC(O)CNc1ccccc1 (configuration not stated) the results were GALK inhibitor 2%, MLL CXXC-DNA inh 5%, FBPA coupling cs -1, A-T KAP1 phos -6%, KCNH2 WT inh 7, KCNH2 3.1 block -4, a7 integrin act -10%, S-ASM inh 1% and TRPV1 ag 4.
COC(=O)c1ccc(C(=O)OC)c(NC(=O)N2c3ccccc3Sc3ccccc32)c1 was read as GALK inhibitor 3%, MLL CXXC-DNA inh 11%, FBPA coupling cs 4, A-T KAP1 phos -3%, KCNH2 WT inh -5, MBNL1 CUG block 5%, KCNH2 3.1 block -17, a7 integrin act -15%, S-ASM inh 53% and TRPV1 ag 10.
For CCc1cc2c(-c3ccccc3)cc(=O)oc2c(CN2CCOCC2)c1O the results were GALK inhibitor 2%, MLL CXXC-DNA inh -3%, FBPA coupling cs 0, A-T KAP1 phos 6%, KCNH2 WT inh -2, MBNL1 CUG block inconclusive, KCNH2 3.1 block -7, a7 integrin act 7%, S-ASM inh 9% and TRPV1 ag inconclusive.
For CCC1S/C(=C(\C#N)C(=O)NCc2ccco2)N(c2ccc(Br)cc2)C1=O (configuration not stated) the results were GALK inhibitor -1%, MLL CXXC-DNA inh 19%, FBPA coupling cs 1, A-T KAP1 phos -1%, KCNH2 WT inh 0, MBNL1 CUG block 1%, KCNH2 3.1 block 12, a7 integrin act -28%, S-ASM inh -1% and TRPV1 ag 0.
`c1ccc2sc(NC3=NCN(CC4CCCO4)CN3)nc2c1` (configuration not stated) gave GALK inhibitor 3%, MLL CXXC-DNA inh 8%, FBPA coupling cs 2, A-T KAP1 phos 0%, KCNH2 WT inh 21, KCNH2 3.1 block 14, a7 integrin act -6%, S-ASM inh 0% and TRPV1 ag 8.
Screening COc1ccc(C2OCC3(CO2)SC(=O)NC3=O)cc1OC (configuration not stated) returned GALK inhibitor 1%, MLL CXXC-DNA inh 11%, FBPA coupling cs -2, A-T KAP1 phos -3%, KCNH2 WT inh 1, MBNL1 CUG block -13%, KCNH2 3.1 block 7, a7 integrin act -27%, S-ASM inh 1% and TRPV1 ag 2.
`CN(Cc1cn(-c2ccccc2)nc1-c1ccc(Cl)cc1)C(=O)CCC(=O)O` gave GALK inhibitor -13%, MLL CXXC-DNA inh inconclusive, FBPA coupling cs 0, A-T KAP1 phos 4%, KCNH2 WT inh -4, MBNL1 CUG block -5%, KCNH2 3.1 block -9, a7 integrin act 3%, S-ASM inh 4% and TRPV1 ag -2.
Screening O=C([C@H](Cc1ccccc1)NS(=O)(=O)c1ccc(Cl)cc1)N1CC[C@@]2(O)CCCC[C@H]2C1 returned GALK inhibitor 0%, MLL CXXC-DNA inh -16%, FBPA coupling cs 0, A-T KAP1 phos -4%, KCNH2 WT inh 0, MBNL1 CUG block 4%, KCNH2 3.1 block -3, a7 integrin act 0%, S-ASM inh -1% and TRPV1 ag 15.
CN(C)c1ccc(N/C=C/C(=O)c2ccc(F)cc2)cc1 was read as GALK inhibitor 9%, MLL CXXC-DNA inh 13%, FBPA coupling cs -11, A-T KAP1 phos -8%, KCNH2 WT inh 5, MBNL1 CUG block 15%, KCNH2 3.1 block -4, a7 integrin act 0%, S-ASM inh -5% and TRPV1 ag 27.
Screening Oc1oc(-c2ccco2)nc1C=Nc1cccc(Cl)c1 returned GALK inhibitor 1%, MLL CXXC-DNA inh 7%, FBPA coupling cs -2, A-T KAP1 phos -1%, KCNH2 WT inh -12, MBNL1 CUG block 26%, KCNH2 3.1 block -9, a7 integrin act -15%[7.66 µM], S-ASM inh -3% and TRPV1 ag inconclusive.
CCOC(=O)c1c(NC(=O)C(C)OC(=O)c2ccc(NC(=O)CC#N)cc2)sc2c1CCCC2 (configuration not stated) was read as A-T KAP1 phos 3%, KCNH2 WT inh 22, KCNH2 3.1 block 11, a7 integrin act -38%, S-ASM inh -17% and TRPV1 ag 14.
Cn1cc(/C=N/NC(N)=S)c2ccccc21 was read as GALK inhibitor -2%, MLL CXXC-DNA inh 2%, FBPA coupling cs -6, A-T KAP1 phos inconclusive, KCNH2 WT inh -1, MBNL1 CUG block inconclusive, KCNH2 3.1 block 0, a7 integrin act -6%, S-ASM inh -3% and TRPV1 ag -1.
For Cc1cccn2c(N)c(-c3ccccc3)nc12 the results were GALK inhibitor 4%, MLL CXXC-DNA inh 2%, FBPA coupling cs 2, A-T KAP1 phos inconclusive, KCNH2 WT inh 9, MBNL1 CUG block 8%, KCNH2 3.1 block -40, a7 integrin act 8%, S-ASM inh 326%[activator] and TRPV1 ag 3.
Cc1oc(-c2cc(F)ccc2F)nc1CN1CCN(C)C(=O)[C@@H]1C was read as GALK inhibitor 1%, MLL CXXC-DNA inh -5%, FBPA coupling cs 1, A-T KAP1 phos 6%[11.5 µM], KCNH2 WT inh -1, MBNL1 CUG block 6%, a7 integrin act 9%, S-ASM inh 1% and TRPV1 ag 1.
